HttQ103 aggreg: inhibitors of mutant huntingtin aggregate formation in PC12 cells; PC12 HttQ103-GFP aggregates, Acumen cytometry, 40 h; Potency, µM (titrated, usually from 46.1 µM), inactives show top-dose activity change, negative = inhibition, most hits filed as inhibitors; 1.1% of 220,000 active; AID 1688; further: on the % scale 0 is the no-effect control and ±100 the full control effect; nearly all actives have a fitted effect of over 60% in size
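Quantitative HTS on tebufenozide-induced (100 nM) PC12 cells stably expressing polyQ103 Huntingtin exon 1–GFP. Reduction of bright GFP aggregates, detected by laser scanning cytometry after lysis, identified actives across the titration.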
GAA spleen mod: inhibits or activates alpha-glucosidase in human spleen homogenate | AID 2112 | P10253 | 0.006% of 240,000 active | Potency, µM (doses to about 79.9 µM), inactives show at the highest dose activity change, negative = inhibition, usual class: inhibitors | human spleen homogenate, 4-MU-alpha-glucoside fluorescence;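 further: 0% = enzyme with vehicle and -100% = no enzyme basal signal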
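AC50 values come from Hill-equation fits of concentration-response data, normalized to no-enzyme and full-activity controls. Enzyme source: 1 ug human spleen homogenate; 1 mM fluorogenic 4-MU glucoside, pH 5.0 citrate buffer, 37 C, 40 min.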
GAA inh: alpha-glucosidase (human) inhibition. P10253. Potency, µM (doses to about 76.9 µM), inactives show at the highest dose activity change, negative = inhibition, actives largely listed as inhibitors. 0.005% of 200,000 active. purified human GAA, 4-MU-alpha-glucoside fluorescence. AID 1466;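 further: plate controls were uninhibited enzyme wells for no effect and no-enzyme background for full effect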
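Enzyme (4 nM final) mixed with compound (up to 77 uM), then 4-MU-alpha-D-pyranoside (400 uM final) added; 20 min at room temperature, pH 5.0. Reaction stopped at pH 10, fluorescence read, AC50 derived by Hill fit.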
GAA glycogen: GAA glycogen-cleavage inhibition or activation; 0.38% of 300,000 active; recombinant GAA, glycogen substrate, Amplex Red glucose oxidase fluorescence; Potency, µM (highest dose often 76.4 µM), without a hit: top-dose activity change, negative = inhibition, actives largely listed as inhibitors; AID 2100; P10253;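 further: 0% = full enzyme reaction and -100% = no-enzyme basal signal; the screen sought inhibitors and activators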
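Recombinant human enzyme (4 nM); glycogen substrate; 37 C, 40 min, pH 5.0. Readout: coupled glucose oxidase/Amplex Red fluorescence.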
RGS12 GoLoco inh: blocks human Gai1 binding to RGS12 GoLoco peptide, red readout | Gai1:RGS12 GoLoco peptide FP, rhodamine, 10 min | 0.44% of 230,000 active | Potency, µM (series often up to 61.6 µM), for inactives: at the highest dose activity, negative = inhibition, usual class: inhibitors | P63096; active means well fitted inhibition curve with a large enough effect, not every such curve was filed as active; inactive means no such curve, though single readings can be large or run the other way; further: on the % scale 0 is the no-effect control and ±100 the full control effect; nearly all actives have a fitted effect of over 30% in size; many of its hits are not listed in these tables
Target sequence (P63096 whole entry, looked up): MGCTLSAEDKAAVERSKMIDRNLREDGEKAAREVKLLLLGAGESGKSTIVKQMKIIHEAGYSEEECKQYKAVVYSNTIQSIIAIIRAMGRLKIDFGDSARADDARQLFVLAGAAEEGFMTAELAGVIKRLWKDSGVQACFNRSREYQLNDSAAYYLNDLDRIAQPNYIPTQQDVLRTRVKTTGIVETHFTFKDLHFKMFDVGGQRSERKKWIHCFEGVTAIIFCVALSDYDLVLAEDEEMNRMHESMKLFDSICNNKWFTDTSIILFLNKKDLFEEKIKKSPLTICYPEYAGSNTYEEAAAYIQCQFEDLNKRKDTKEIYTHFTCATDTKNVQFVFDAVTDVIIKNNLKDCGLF
HTT cytoprotect: Huntington cell model cytoprotection by ATP luminescence; AID 1471; Potency, µM (top dose mostly 56.4 µM), for inactives: cytoprotection (ATP increase), actives largely listed as activators; 0.14% of 230,000 active; PC12 HTT-Q103 induced, cytoprotection, ATP luminescence, 40 h;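 further: % of control where 0% means no effect; nearly all actives have a fitted effect of over 45% in size; toxic huntingtin expression switched on by the ecdysone agonist tebufenozide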
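PC12 cells with ecdysone-inducible HTT exon 1 Q103-GFP, induced with 100 nM tebufenozide and co-treated with library compounds in a dose series (1536-well, 1500 cells/well). Cytoprotection read as ATP content by ATPlite luminescence.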
IMPase Li inh: cell-permeable IMPase inhibitors with lithium potentiation; CHO-M1 cells, IP1 TR-FRET (IP-One), carbachol + lithium; Potency, µM (top dose mostly 59.4 µM), without a hit: top-dose activity, negative = IMPase inhibition, hits mostly inhibitors; 0.35% of 210,000 active; AID 1457;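 further: IP1 builds up when IMPase is blocked and the TR-FRET signal falls; plate controls were basal vehicle for no effect and high inhibitor control for full effect; nearly all actives have a fitted effect of over 50% in size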
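Readout is a homogeneous TR-FRET IP1 immunoassay (Ex 320, Em 665 and 620), where raised cytosolic IP1 lowers signal. Cells were CHO-M1 treated 30 min at 37C with test compounds plus a little lithium; AC50 values came from Hill-equation fitting.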
* marks the source's active call; other numbers are inactive results; u = inconclusive; x = no result given; & = joins results of further samples; [ ] = dose if it differs, or a comment. Unless noted, the call rests on the fitted dose curve; in most records, active means well fitted curve in the direction sought with a large enough effect; inconclusive means small, poorly fitted or top-dose-only effect, or another doubt; inactive means no such curve, though single readings can be large; an effect the other way counts as inactive or inconclusive. Potency means the concentration at half of the fitted maximal effect.

Values in the order: HttQ103 aggreg | GAA spleen mod | GAA inh | GAA glycogen | RGS12 GoLoco inh | HTT cytoprotect | IMPase Li inh
- O=S(=O)(c1ccccc1Br)N1CCC(O)(c2cccnc2)CC1
  -11%[9.22 µM] | 6% | 0% | -1% | 11% | -9%[10 µM] | 4%
- CCOC(=O)c1cn(CC)c2ccc(Br)cc2c1=O
  -10% | -2% | 5% | 5% | -39% | 19% | -25%[38.3 µM]
- N#C/C(=C\c1ccccc1)c1ccccn1
  5% | 1% | 2% | -14% | -3% | -23% | 3%
- Cc1ncc(CO)c(CO)c1O
  x | -4%[29.1 µM] | x | x | 4%[21.6 µM] | u | 8%
- COc1cccc(C(=O)Nc2nc3ccc(S(C)(=O)=O)cc3s2)c1
  -1% | 5% | -5% | 4% | 1% | -89%[inhibitor] | 0%
- COCCCNC(=O)c1cccc2c(=O)c(C)c(-c3ccccc3)oc12
  -32% | -2% | 5% | 1% | x | 9%[10 µM] | x
- CN(C)C(=O)CN1CCN(C(=O)CCl)CC1
  -2% | -18% | -5% | 6% | 2% | 8% | -7%
- COC(=O)C(NC(=O)c1ccco1)(Nc1ccc(Br)cn1)C(F)(F)F (stereo not drawn)
  -9% | -2% | -2% | 12% | x | 5% | x
- CCOC(=O)Cc1csc(NC(=O)c2ccc(Cl)nc2)n1
  14% | -5% | -1% | -1% | 37%[activator] | -8% | -13%[38.3 µM]
- CCc1c(C)nc2cc(-c3ccc(OC)c(OC)c3)nn2c1NCC1CC1
  -82% | -1% | -2% | -20% | 30% | -14% | 11%[38.3 µM]
- O=C(O)CC/C(=N\NC(=O)CNC(=O)/C=C/c1ccccc1)c1ccccc1
  -10%[9.22 µM] | -16% | x | -3% | 9% | 16%[10 µM] | x
- CCC/C(O)=C1\C(=O)CCCC1=NCCc1ccc(OCC)c(OCC)c1
  -12% | -3% | 0% | -1% | -10% | -25% | -4%
- CC(C)=NOc1nc(N2CCOCC2)nc(N2CCOCC2)n1
  22%[9.22 µM] | -7% | 1% | -1% | 8% | -4%[10 µM] | x
- CCOC(=O)Cn1cnc2sc3c(c2c1=O)CCC3
  -18% | -4% | 0% | 4% | 18% | -9% | 30%[38.3 µM]
- CCOc1ccccc1NC(=O)COC(=O)CN(C)S(=O)(=O)c1ccc(C)cc1
  -7% | -1% | 3% | 0% | 29% | 1%[0.074 µM] | 18%
- O=c1oc2c3c4c(cc2s1)CCCN4CCC3
  -1%[9.22 µM] | -4% | -10% | u | -30% | 9% | 20%[38.3 µM]
- CCCn1nnc(NC(=O)c2ccc3c(c2)OCO3)n1
  -4%[9.22 µM] | -1% | x | 7% | 7% | -6%[10 µM] | x
- CC(=O)c1cccc(N2C(=O)C3C(C(=O)Nc4cc(C)on4)C4(C)C=CC3(O4)C2C(=O)NC(C)(C)C)c1 (stereo not drawn)
  -11%[9.22 µM] | 5% | 14% | -8% | -9% | 0%[10 µM] | 8%
- COc1ccc(-c2[nH]ncc2CNCC(C)(C)N2CCOCC2)cc1F
  -24%[9.22 µM] | -1% | 5% | 5% | 15% | -13%[10 µM] | 2%
- N#Cc1cc(C(=O)c2cc(Cl)ccc2O)cn(CC2CCCO2)c1=O (stereo not drawn)
  -9% | -1% | -1% | 10% | 27% | -3% | 20%[38.3 µM]
- COc1ccc(NS(=O)(=O)c2cccc3nsnc23)cc1OC
  u | -6% | -6% | 9% | -7% | -10% | -2%[38.3 µM]
- O=Nc1c2nc3ccccc3n(O)c-2c2ccccc12
  u | -5% | -10% | 10% | 16% | -30% | 4%[38.3 µM]
- O=C(C1CCCCC1)N1CC(=O)N2CCc3ccccc3C2C1 (stereo not drawn)
  12% | -17%&-5%&-16% | -3%[15.4 µM] | 1% | -3%&0%&-5% | -31%[inhibitor] | 8%&11%&12%
- CCc1nnc(NC(=O)CN2CCN(c3nc(-c4ccccc4)cs3)CC2)s1
  10% | 1% | 2% | 2% | 1% | -9% | 16%[38.3 µM]
- O=C(CSc1nnc(-c2ccc(Br)cc2)n1CCc1ccccc1)NC1CCS(=O)(=O)C1 (stereo not drawn)
  12% | 0% | -6% | -8% | 2% | 3%[10 µM] | 2%
- NC(CS)C(=O)O (stereo not drawn)
  26% | x | x | x | 4% | -3% | x
- NC(=O)CN1CCN(C(=O)Nc2ccccc2)CC1
  -24% | 2% | 2% | 5% | 3% | -6% | 15%[38.3 µM]
- CCOC(=O)NNC(=O)CCn1c2c(c3ccccc31)CCCC2
  -39%[9.22 µM] | -2% | 0% | -1% | 12% | -7%[10 µM] | x
- O=C(NCc1ccccc1)C1CC(=O)N(C2CCCCCC2)C1 (stereo not drawn)
  u | -5% | 5% | 1% | 0% | -60%[inhibitor] | -1%
- Cn1c(N)c(C(=O)CCl)c(=O)n(C)c1=O
  -1% | -13% | -10% | 12% | 4% | -11% | 25%[38.3 µM]

Brought forward from above: two entries, then new ones.
Values in the order: HttQ103 aggreg | GAA spleen mod | GAA inh | GAA glycogen | RGS12 GoLoco inh | HTT cytoprotect | IMPase Li inh
- O=C(NCc1ccccc1)C1CC(=O)N(C2CCCCCC2)C1 (stereo not drawn)
  u | -5% | 5% | 1% | 0% | -60%[inhibitor] | -1%
- Cn1c(N)c(C(=O)CCl)c(=O)n(C)c1=O
  -1% | -13% | -10% | 12% | 4% | -11% | 25%[38.3 µM]
- OCC1(Cc2ccccc2Cl)CCN(C/C=C/c2ccccc2)CC1
  11%[9.22 µM] | -13% | -7% | 14% | -9% | 6%[10 µM] | 23%
- O=C(Nc1nc2ccsc2c(=O)s1)c1ccc(Cl)cc1
  -16%[9.22 µM] | 0% | x | 8% | 7% | 2%[10 µM] | x
- CC(C)c1ncc(S(=O)(=O)c2ccc(C(F)(F)F)cn2)c(N)n1
  4%[9.22 µM] | 6% | 1% | -9% | 2% | 6%[10 µM] | x
- CCOC(=O)N1CCN(S(=O)(=O)c2ccc(OCC(=O)OC)c(Cl)c2)CC1
  1% | -5% | -3% | 10% | -7% | 17% | -7%[38.3 µM]
- Cc1ccccc1-c1nn(-c2ccc(F)cc2F)cc1CNCC(C)O (stereo not drawn)
  6%[9.22 µM] | 3% | 1% | 14% | 5% | 8%[10 µM] | 5%
- N[C@H](Cc1ccccc1)C(=O)O
  x | -11% | x | x | 4% | -4% | -11%
- CC(C)CC1NC(=O)N(CC(=O)N2CCCc3ccccc32)C1=O (stereo not drawn)
  9% | -4% | -7% | 0% | 3% | -54%[inhibitor] | -2%
- CCOCCCn1c(NN)nc2ccccc2c1=O
  -7% | 2% | 7% | -26% | 5% | -50%[inhibitor] | 5%
- Cc1ccc(-c2csc3nnc(SCc4csc(C)n4)n23)cc1
  2% | 4% | 1% | 8% | -6% | -5%[0.074 µM] | 36%[38.3 µM]
- CN(C)c1ccc(C(=O)c2ccccc2)cc1
  11% | -3% | -7% | 2% | 10% | -39%[inhibitor] | 29%[38.3 µM]
- CCCNC(=O)c1ccc2c(=O)c(O)c(-c3ccsc3)[nH]c2c1
  34%[9.22 µM] | -5% | x | u | 5% | -10%[10 µM] | x
- Cc1ccc(CCNC(=O)CN(C)S(=O)(=O)c2ccc3c(c2)n(C)c(=O)c(=O)n3C)cc1
  13%[9.22 µM] | -6% | x | 2% | 2% | 21%[10 µM] | x
- COCCN(C(=O)CNC(=O)c1cccs1)C(C(=O)NC1CCCCC1)c1ccco1 (stereo not drawn)
  5% | -18% | -6% | 6% | 1% | -17%[10 µM] | 1%[38.3 µM]
- CCOC(=O)C1(C)C=C(Nc2ccc(OC)cc2)C(=O)N1c1ccc(OC)cc1 (stereo not drawn)
  26% | -5% | 6% | -5% | -35% | -13%[10 µM] | -2%
- CC(NC(=O)c1ccccc1NC(=O)c1ccco1)C(=O)O (stereo not drawn)
  -15% | 6% | 6% | -9% | -4% | 3%[10 µM] | 12%
- COc1ccc(-c2csc(NC(=O)COC(=O)Cc3ccc(Cl)cc3Cl)n2)cc1
  -14% | -8% | -5% | -1% | 11% | -17%[10 µM] | -3%
- O=c1[nH]c2ccc(S(=O)(=O)N3CCN(C4CCCCC4)CC3)cc2[nH]c1=O
  15% | -13% | -2% | 4% | -3% | -21%[10 µM] | 22%[38.3 µM]
- O=C(CSc1nnc(-c2ccc(Cl)s2)o1)N1CCc2ccccc21
  -16% | 0% | -3% | -2% | 6% | 5% | 3%[38.3 µM]
- c1ccc(CCc2ccccc2-c2nc(-c3ccccn3)no2)cc1
  u | 3% | 3% | -5% | 6% | 4%[10 µM] | 48%[activator][38.3 µM]
- NC(=O)c1c(NC(=O)Cc2cccs2)sc2c1CCC2
  2% | 2% | 4% | -8% | 13% | 6%[10 µM] | 21%[38.3 µM]
- Cc1cccc(Nc2nnc(SCC(=O)Nc3cccc(S(=O)(=O)N4CCCCC4)c3)s2)c1
  12% | 0% | -12% | -16% | 10% | 0%[10 µM] | 5%
- CC(C)N(NC(=O)c1cccc2ccccc12)C(C)C
  16% | 5% | 5% | 1% | 0% | -14% | 5%
- COc1ccc2[nH]cc(CCNc3ncncc3-c3ccccc3OC)c2c1
  x | -2% | x | x | -9% | u | 23%
- Cc1ccc(CN2CCNC(=O)C2CC(=O)N(C)C2CCCCC2)o1 (stereo not drawn)
  24%[9.22 µM] | -2% | 12% | 19% | 9% | 29%[10 µM] | 0%
- Cn1c(=O)oc2cc(S(=O)(=O)NCCC(=O)Nc3ccc4c(c3)OCCO4)ccc21
  -8% | 1% | 2% | -6% | 1% | 9%[10 µM] | -6%
- COCCCNC(=O)CSc1ccsc1[N+](=O)[O-]
  9%[9.22 µM] | -1% | 1% | -11% | 7% | 37% | 6%
- COC(C/C=C/[C@@H](O)COCc1ccccc1)OC
  -5%[9.22 µM] | -2% | x | -5% | 3% | -8%[10 µM] | x
- Cc1ccc(S(=O)(=O)N2CCC(C(=O)N[C@H](C(=O)NCc3ccco3)C(C)C)CC2)cc1
  12% | 2% | -9% | -3% | 6% | -9% | -9%[38.3 µM]
- COc1nnc(-c2ccc(N3CCOCC3)c(NC(=O)c3ccco3)c2)c2ccccc12
  19% | -10% | -11% | -12% | 8% | -20% | 23%[38.3 µM]
- Cc1nc([N+](=O)[O-])cn1CC(=O)Nc1ccc2c(c1)OCO2
  -11% | 2% | -5% | -8% | 0% | -18% | -7%
- N#Cc1cccc(-c2nc3cnc(Oc4cccc(Cl)c4)nc3n(C3CC3)c2=O)c1
  x | 2% | x | x | 9% | u | 3%
- COC(=O)COc1ccc(C2NC(=O)NC(C)=C2C(=O)NCc2ccccc2)cc1OC (stereo not drawn)
  3% | 8% | -10% | 1% | 16% | x | -5%
- CCCCCCCCCOC(=O)C[n+]1csc(CCO)c1C
  -15% | -8% | 2% | 6% | 1% | 15%[10 µM] | 17%
- Cc1nc2ccccc2cc1C(=O)NCc1ccco1
  -18% | -7% | 4% | 7% | 0% | -6% | -9%[38.3 µM]

Some of the compounds tested; the hit share may differ from the screen's.
